# High-throughput results deposited in PubChem BioAssay by National Center for Advancing Translational Sciences (NCATS).
# GLP-1R inv ag: qHTS of GLP-1 Receptor Inverse Agonists (Inhibition Mode) | HEK293 GLP-1R CRE-luciferase, luminescence, 24 h; GLP-1R form is constitutively active | Potency, µM (series often up to 38.3 µM), without a hit: top-dose activity change, negative = inhibition, most hits filed as inhibitors | Glucagon-like peptide 1 receptor (Homo sapiens), P43220 | 410,000 tested, 1.6% active | AID 624417, 2012; note: % is set by controls: 0 for no effect and ±100 for the full control effect; nearly all actives have a fitted effect of over 55% in size
# Target sequence (P43220 whole entry, looked up): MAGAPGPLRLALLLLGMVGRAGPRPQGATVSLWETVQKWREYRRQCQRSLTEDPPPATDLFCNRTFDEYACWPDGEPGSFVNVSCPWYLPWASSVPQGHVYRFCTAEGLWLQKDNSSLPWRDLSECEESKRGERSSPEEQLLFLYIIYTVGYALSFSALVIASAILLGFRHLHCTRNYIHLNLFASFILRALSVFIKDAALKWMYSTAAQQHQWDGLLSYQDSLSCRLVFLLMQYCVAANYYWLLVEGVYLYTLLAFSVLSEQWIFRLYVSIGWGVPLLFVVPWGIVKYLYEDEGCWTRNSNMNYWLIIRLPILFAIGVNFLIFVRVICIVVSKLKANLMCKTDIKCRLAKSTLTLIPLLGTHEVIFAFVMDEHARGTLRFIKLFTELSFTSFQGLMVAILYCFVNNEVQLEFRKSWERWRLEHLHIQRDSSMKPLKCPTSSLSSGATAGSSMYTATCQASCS
#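 Cells are plated, allowed 12 hours at 37 deg C, then treated with compounds for 24 hr before luciferase detection reagent is added and luminescence is read after 12 min at room temperature. The HEK293 line carries constitutively active GLP-1R with a cAMP-responsive reporter.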
# GLP1R cytotox: qHTS of GLP-1 Receptor Inverse Agonists: Cytotox Screen. AID 624418, 2012. 410,000 tested, 0.13% active. Potency, µM (series often up to 38.3 µM), inactives show at the top dose activity change, negative = inhibition, actives largely listed as inhibitors. HEK293 cAMP-luciferase reporter cells, luminescence, 24 h;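 note: loss of luciferase light is scored as toxicity; % is set by controls: 0 for no effect and ±100 for the full control effect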
#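 Cells in DMEM/10% Nu serum/1% pen-strep, 1536-well format. Pre-incubated 12 h, dosed with 23 nL compound, incubated a further 24 h. Luciferase detection, 12 min at room temp, luminescence.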
# HT1080-NT tox: qHTS for induction of synthetic lethality in tumor cells producing 2HG: qHTS for the HT-1080-NT fibrosarcoma cell line | HT-1080-NT fibrosarcoma viability, CellTiter-Glo ATP luminescence, 48 h | 360,000 tested, 1.6% active | Potency, µM (highest dose often 46.1 µM), inactives show at the highest dose activity, negative = less viability, hits mostly cytotoxic;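 note: NT is the 2HG producing partner of a matched IDH1 knockdown line; 0% = DMSO-treated cells and -100% = media-only wells without cells; nearly all actives have a fitted effect of over 55% in size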
#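 Read-out is CellTiter-Glo luminescence after 10 minutes at room temperature, following 48 hours' compound treatment of HT-1080-NT cells (750 cells/well, RPMI, 5% FBS, 37 degrees C).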
# SW480 rereplic: A quantitative high throughput screen for small molecules that induce DNA re-replication in SW480 colon adenocarcinoma cells; SW480 DNA re-replication, Hoechst DNA content imaging, 48 h; AID 624297, 2012; 340,000 tested, 1.8% active; Potency, µM (series often up to 46.1 µM), for inactives: top-dose re-replication activation, usual class: activators; note: % of control where 0% means no effect; nearly all actives have a fitted effect of over 55% in size
#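 First, 250 cells per well were seeded. Next, compound or vehicle (23 nL) was pinned in, plates sat 48 hr at 37 C. Finally Hoechst was added for 40 min before fluorescence scanning.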
# KB-3-1 cytotox: qHTS assay for MDR1-selective chemotherapeutics: Primary screen using the parental adenocarcinoma cell KB-3-1. Potency, µM (titrated, usually from 46.1 µM), for the others: at the top dose activity change, negative = cytotoxic, actives largely listed as cytotoxic. KB-3-1 viability, CellTiter-Glo ATP luminescence, 72 h. AID 1347075, 2019. 400,000 tested, 1.4% active; note: % is set by controls: 0 for no effect and ±100 for the full control effect; nearly all actives have a fitted effect of over 60% in size
#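 Here the drug-naive KB-3-1 line serves as comparator for MDR sub-line selectivity; cells received compound titrations, 72 h at 37 °C, then CellTiter-Glo readout.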
# KB-V1 cytotox: qHTS assay for MDR1-selective chemotherapeutics: Primary screen using the drug-selected MDR subline cells KB-V1. KB-V1 MDR cells viability, CellTiter-Glo, 72 h. Potency, µM (titrated, usually from 46.1 µM), inactives show top-dose activity change, negative = cytotoxicity, most hits filed as cytotoxic. 400,000 tested, 3.4% active. AID 1347076, 2019; note: % is set by controls: 0 for no effect and ±100 for the full control effect; nearly all actives have a fitted effect of over 60% in size
#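 Drug-selected KB-V1 cells, grown in DMEM lacking phenol red with 10% FBS, receive compound titrations; after three days at 37 degrees C, surviving cell ATP is quantified by CellTiter-Glo luminescence and responses normalized and curve-fitted.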
# TDP-43 yeast inh: qHTS of TDP-43 Inhibitors; Potency, µM (titrated, usually from 46.1 µM), for the others: at the highest dose growth rescue (activation), actives largely listed as activators; AID 652104, 2013; 410,000 tested, 1.8% active; TDP-43 expressing yeast growth rescue, BacTiter-Glo, 24 h; note: % of control where 0% means no effect; nearly all actives have a fitted effect of over 50% in size
#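 In this qHTS, compounds that restore growth of yeast expressing TDP-43 appear as activators. Cells (OD600=0.02, galactose medium, raffinose-pregrown) are incubated with compound 24 hr at 30 deg C and growth is quantified by BacTiter-Glo.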
# GLP-1R agonist: qHTS of GLP-1 Receptor Agonists. HEK293 GLP-1R CRE-luciferase, luminescence, 4-6 h; cells express a hypersensitive GLP-1R form. Potency, µM (highest dose often 45.6 µM), inactives show top-dose activation, hits mostly activators. 380,000 tested, 0.007% active; note: % of control where 0% means no effect
# HT1080 IDH1KD tx: qHTS for induction of synthetic lethality in tumor cells producing 2HG: qHTS for the HT-1080-IDH1KD cell line | Potency, µM (top dose mostly 46.1 µM), for the others: at the highest dose activity, negative = toxicity, actives largely listed as cytotoxic | HT-1080 IDH1 knockdown viability, ATP luminescence, 48 h | 360,000 tested, 2% active;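 note: 0% = DMSO wells and -100% = cell-free medium wells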
#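 Assay cells: HT-1080 with IDH1 knockdown, 750 per well, RPMI/5% FBS. Exposure: 48 h at 37 °C following 2 h pre-incubation. Read: CellTiter-Glo luminescence; fitted concentration-response, curve class assigned.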
# Numbers without * were called inactive; ? = inconclusive; / = not tested or not shown; [ ] = remark or other dose. Calls come from the whole dose curve; as a rule, active = well fitted curve in the direction sought with a large enough effect; inconclusive = small, poorly fitted or top-dose-only effect, or another doubt; inactive = no such curve, though single readings can be large; an effect the other way counts as inactive or inconclusive. Potency is the fitted concentration of half-maximal effect.
canonical_smiles	GLP-1R agonist	TDP-43 yeast inh	HT1080 IDH1KD tx	KB-3-1 cytotox	GLP-1R inv ag	KB-V1 cytotox	HT1080-NT tox	GLP1R cytotox	SW480 rereplic
COc1ccc(NS(=O)(=O)c2cc(NC(=O)c3nn(C)c(=O)c4ccccc34)ccc2OC)cc1	19%	/	-19%	-9%	86%[activator]	?	?	-7%	22%[1.84 µM]
COc1cc(/C=C2\CCCc3c2nc2ccccc2c3C(=O)O)cc(OC)c1O	-4%	-2%	8%	-4%	23%	0%	-1%	0%	26µM*
C=CCn1c(SCC(=O)NCC(c2ccccc2)N(C)C)nc2sc3c(c2c1=O)CCC3 (stereo not given)	16%	1%	-2%	1%	?	-27%	-3%	-11%	2%
COc1ccccc1NC(=S)NCCSc1ccc(Cl)cc1	10%	0%	2%	2%	1%	-3%	17%	2%	?
CCOC(=O)COn1c(=O)c(-c2ccccc2)[n+]([O-])c2ccccc21	4%	-15%	7%	6%	11%	22%	6%	8%	-4%
COc1ccccc1CCC(=O)N1CCN(S(=O)(=O)c2cccc(F)c2)CC1	-1%	15%	9%	12%	-3%	?	7%	0%	-2%
CCCCn1c(=O)n(C)c(=O)c2c3c(sc21)COC(C)(C)C3	5%	14%	2%[9.24 µM]	?	9%	?	-3%	-7%	-1%
O=C(Nc1ccc(Br)cc1)c1cccc(N2C(=O)C3C4C=CC(C4)C3C2=O)c1 (stereo not given)	2%	24%	-7%	-1%	?	?	-8%	-3%	0%
NC(=O)c1ccc(SCC(=O)OCC(=O)NC2CCCCCCC2)c([N+](=O)[O-])c1	9%	9%	8%	?	7%	11%	3%	-8%	7%
O=C(CSc1nnc2ccccn12)Nc1ccc(N2CCOCC2)cc1	-2%	-30%[inhibitor]	-5%	0%	2%	-8%	-4%[9.24 µM]	-3%	?
C[C@H](CO)N1C[C@H](C)[C@H](CN(C)S(=O)(=O)c2cccs2)Oc2ncc(-c3cc4ccccc4o3)cc2C1=O	-2%	12%	-17%	0%	-1%	5%	-10%	-23%	/
CCOc1ccc(-c2nc3c(c(SCC(=O)N4CCCCC4)n2)Cc2ccccc2O3)cc1	/	24%	/	-1%	8%	10%	/	20%	/

# Some of the entries above in another layout.
# Value order – GLP-1R agonist, TDP-43 yeast inh, HT1080 IDH1KD tx, KB-3-1 cytotox, GLP-1R inv ag, KB-V1 cytotox, HT1080-NT tox, GLP1R cytotox, SW480 rereplic
O=C(CSc1nnc2ccccn12)Nc1ccc(N2CCOCC2)cc1
  -2%, -30%[inhibitor], -5%, 0%, 2%, -8%, -4%[9.24 µM], -3%, ?
C[C@H](CO)N1C[C@H](C)[C@H](CN(C)S(=O)(=O)c2cccs2)Oc2ncc(-c3cc4ccccc4o3)cc2C1=O
  -2%, 12%, -17%, 0%, -1%, 5%, -10%, -23%, /

# Continued:
canonical_smiles	GLP-1R agonist	TDP-43 yeast inh	HT1080 IDH1KD tx	KB-3-1 cytotox	GLP-1R inv ag	KB-V1 cytotox	HT1080-NT tox	GLP1R cytotox	SW480 rereplic
Cc1c(OCC(=O)N[C@H](C(=O)O)c2ccccc2)ccc2c3c(c(=O)oc12)CCCC3	1%	3%	10%	0%	9%	0%	0%	2%	-5%
COc1cc2[nH]c(=S)n(Cc3ccc(C)cc3)c(=O)c2cc1OC	11%	2%	-11%	-13%	7%	6%	-17%	-1%	20%
CCCN(CCC)C(=O)C(Cc1ccccc1)NS(=O)(=O)c1ccc2c(c1)c(=O)n(C)c(=O)n2C (stereo not given)	0%	4%	/	1%	6%	0%	/	7%	/
COc1cc(C2CC(=O)N(Cc3cccc(F)c3)c3ccccc3S2)cc(OC)c1OC (stereo not given)	-10%	21%	/	?	-16%	16µM*	/	0%	/
CC(C)CN(C(=O)C(c1ccccc1)c1ccccc1)c1c(N)n(CC(C)C)c(=O)[nH]c1=O	3%	19%	-1%	5%	26%	2%	0%	8%	-1%
COc1ccc(F)cc1CN1CCN(CC(=O)Nc2ccccc2C(=O)NC2CC2)CC1	0%	-4%	1%	-16%	-23%	-2%	1%	-14%	3%
O=C1c2cc(Br)ccc2N(Cc2ccc(Br)cc2)S(=O)(=O)C1c1cc(Cl)c(Cl)cc1[N+](=O)[O-] (stereo not given)	-5%	1%	-2%	-9%	?	-11%	-13%	-10%	0%
O=C1c2ccccc2C(=O)N1CCCCCCc1ccccc1	23%	24%	14%	15%	?	2%	12%	-2%	-7%
COC(=O)C1=C(C)N(Cc2ccccc2)C(=NCCCCO)N[C@H]1c1ccccc1	-5%	14%	-10%	-2%	2%	0%	0%	4%	-1%
CSC(=NC#N)N1CCN(c2cccc(Cl)c2)CC1	6%	0%	9%	3%	0%	?	3%	-17%	-3%
Cc1nn(-c2nc3ccccc3s2)c(N)c1-c1ccc(Cl)cc1	-7%	10%	5%	5%	57%[activator]	-5%	?	-5%	-4%[9.22 µM]
COc1cc2[nH]c(=O)n(Cc3ccc(C(=O)N4CCN(c5cc(Cl)ccc5C)CC4)cc3)c(=O)c2cc1OC	0%	6%	/	-1%	-29%	20%	/	-4%	/
Cc1nc2ccccn2c1C(=O)NN=C1CCCC1	10%	-4%	-15%	2%	-18%	14%	-1%	-7%	-31%
CCn1cc(CCCC(=O)NCc2cccnc2)c2ccccc21	7%	6%	-5%	-8%	-9%	-20%	-7%	7%	-5%
Cc1ccc(S(=O)(=O)N2CC(C)N(S(C)(=O)=O)C2)cc1 (stereo not given)	2%	15%	11%	4%	2%	18%	10%	1%	-2%
O=C(Nc1cccc(-c2nnc(-c3ccccc3)o2)c1)c1ccco1	-1%	22%	21%	7%	0%	2.9µM*	9%	-3%	-7%
COc1cccc(-c2cn(-c3cccc(C(F)(F)F)c3)c(=S)[nH]2)c1	-1%	21%	3%	-2%	-24%	-1%	0%	-1%	-12%
O=C(O)c1ccc(NC(=O)c2cccc(S(=O)(=O)Nc3ccc(C(=O)O)cc3)c2)cc1	-4%	21%	5%	14%	-2%	2%	6%	-2%	-58%[inhibitor]
CCCN1CCC(=O)N([C@H](CN=[N+]=[N-])CC(C)C)CC1	15%	8%	-5%	0%	14%	?	1%	2%	?
O=C(CCC1CCCC1)N1CCN(C(=O)c2ccco2)CC1	-3%	16%	23%	2%	8%	-2%	12%	3%	-6%
COc1ccc(Nc2oc(-c3ccco3)nc2S(=O)(=O)c2ccc(F)cc2)cc1	10%	-12%	-3%	-7%	-27%	1%	-7%	-9%	?
CCCS(=O)(=O)NC(=O)C1(C)CCN(C(=O)c2sccc2C)C1 (stereo not given)	-1%	13%	7%	0%	9%	2%	15%	0%	/
Cc1cc(C)c(C#N)c(SCC(=O)Nc2cccc(S(=O)(=O)N3CCCC3)c2)n1	7%	-12%	-27%	9%	18%	?	-26%	-6%	?
CC(=O)Nc1ccc(SCC(=O)Nc2sccc2C#N)cc1	5%	-7%	1%	1%	5%	8%	4%	-1%	-4%
CC(C)(C)NC(=O)CN(C(=O)CS(=O)CC(=O)Nc1ccc(F)cc1)c1ccccc1F (stereo not given)	0%	-15%	8%	10%	-4%	0%	8%	5%	1%
CC(C)(C)NC(=O)NC(=O)COC(=O)c1cccc(S(=O)(=O)N2CCCCC2)c1	1%	6%	-1%	1%	2%	?	6%	3%	-6%
COc1cc(C)ccc1OC(C)C(=O)Nc1ccc(N2CCCCC2)cc1 (stereo not given)	1%	0%	12%	-1%	?	-4%	4%	-4%	3%
CCOC(=O)C1CCCN(c2nc3c(S(=O)(=O)c4ccc(Br)cc4)nnn3c3ccsc23)C1 (stereo not given)	/	-2%	/	2%	13%	?	/	-7%	/
O=S(=O)(c1ccccc1)N1CCN(c2nnnn2-c2ccccc2)CC1	-2%	11%	4%	12%	10%	-13%	2%	-11%	-1%
COc1ccc(C(=O)Nc2ccc(C)cn2)cc1S(=O)(=O)N1CCCc2ccccc21	-5%	9%	-23%	-1%	?	0%	-8%	10%	-2%
CC(=O)c1c(C)[nH]c(C(=O)Nc2cccc(C#N)c2)c1C	3%	-5%	-3%	-29%	6%	-22%	-6%	11%	5%

# Record cards, from the list above. Screens in order: GLP-1R agonist | TDP-43 yeast inh | HT1080 IDH1KD tx | KB-3-1 cytotox | GLP-1R inv ag | KB-V1 cytotox | HT1080-NT tox | GLP1R cytotox | SW480 rereplic
# Record of O=C(CCC1CCCC1)N1CCN(C(=O)c2ccco2)CC1 = -3% | 16% | 23% | 2% | 8% | -2% | 12% | 3% | -6%
# Record of CSC(=NC#N)N1CCN(c2cccc(Cl)c2)CC1 = 6% | 0% | 9% | 3% | 0% | ? | 3% | -17% | -3%
# Record of C=CCn1c(SCC(=O)NCC(c2ccccc2)N(C)C)nc2sc3c(c2c1=O)CCC3 (stereo not given) = 16% | 1% | -2% | 1% | ? | -27% | -3% | -11% | 2%
# Record of COc1ccc(F)cc1CN1CCN(CC(=O)Nc2ccccc2C(=O)NC2CC2)CC1 = 0% | -4% | 1% | -16% | -23% | -2% | 1% | -14% | 3%
# Record of COc1cc2[nH]c(=O)n(Cc3ccc(C(=O)N4CCN(c5cc(Cl)ccc5C)CC4)cc3)c(=O)c2cc1OC = 0% | 6% | / | -1% | -29% | 20% | / | -4% | /
